Bioassay records (PubChem BioAssay)
Rac1 act GTP bind = GTP binding modulators of activated mutant Rac1, primary screen, biochemical, bead-based flow cytometry, multiplex, fluorescent GTP; GST-Rac1 activated beads; actives lie on both sides; 100% means binding = to untreated wells; actives 0.11% (n = 190,000); percent activity (GTP binding), % at 10 µM;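 active = GTP binding at least 20 percentage points away from the 100% baseline, in either direction, so actives lie on both sides; inconclusive = Compound likely fluorescent itself, or too few beads counted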
ABCG2 block = ABCG2 efflux pump inhibitors, primary screen, multiplex with ABCB1, IgMXP3 cells, flow cytometry | Broad substrate specificity ATP-binding cassette transporter ABCG2 (Homo sapiens), Q9UNQ0 | JC-1 efflux | inhibition, % at 6.6 µM | actives 0.1% (n = 190,000);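 active = inhibition above 80%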;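 also: 0% = DMSO and 100% = nicardipine control wells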
Target sequence (Q9UNQ0 whole entry, looked up): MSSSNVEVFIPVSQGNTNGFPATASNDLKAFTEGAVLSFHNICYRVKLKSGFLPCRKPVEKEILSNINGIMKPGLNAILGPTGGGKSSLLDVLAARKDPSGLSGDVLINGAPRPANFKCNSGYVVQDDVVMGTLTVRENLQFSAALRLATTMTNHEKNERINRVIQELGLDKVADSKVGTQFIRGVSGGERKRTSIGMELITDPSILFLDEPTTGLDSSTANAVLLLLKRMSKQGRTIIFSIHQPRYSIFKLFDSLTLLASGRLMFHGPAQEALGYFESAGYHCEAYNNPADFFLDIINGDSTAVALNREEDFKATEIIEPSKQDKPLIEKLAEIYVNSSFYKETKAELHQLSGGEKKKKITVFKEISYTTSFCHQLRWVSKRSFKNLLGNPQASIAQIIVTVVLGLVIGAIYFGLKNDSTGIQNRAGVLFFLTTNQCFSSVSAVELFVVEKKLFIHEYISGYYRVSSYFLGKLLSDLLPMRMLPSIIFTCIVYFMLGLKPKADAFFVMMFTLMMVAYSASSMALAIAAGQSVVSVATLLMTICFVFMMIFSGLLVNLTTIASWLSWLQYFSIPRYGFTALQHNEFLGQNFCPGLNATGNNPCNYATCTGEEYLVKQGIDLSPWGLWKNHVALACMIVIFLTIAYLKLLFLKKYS
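Test system: IgMXP3 cells (ABCG2) mixed with DDAO far-red-labelled CCRF-Adr cells (ABCB1). Reagent: JC-1 transporter substrate. Compound dosing: single test compound dose, 6.6 µM final. Times: 10 min compound exposure, 25 °C. Detection: flow cytometry of retained JC-1 fluorescence. Read-out basis: efflux inhibition in percent versus controls. Controls: nicardipine and DMSO wells.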
Avidin fluor = green autofluorescence of compounds with avidin beads – biophysical, 488/530 nm, flow cytometry, artefact control, profiling panel; compound fluorescence 488/530 nm; active compounds read high; fluorescence (KMESF) at 10 µM; actives 0.38% (n = 220,000); AID 1775, 2009; in the data active = fluorescence above about 47; also: inactives centre near 10
ABCB1 block = ABCB1 efflux pump inhibitors, primary screen, cell-based, multiplex, flow cytometry, ABCG2 counter-screen | ATP-dependent translocase ABCB1 (Homo sapiens), P08183 | CCRF-Adr cells, JC-1 efflux | inhibition, % at 6.6 µM | actives 0.067% (n = 190,000); in the data active = inhibition above about 40%;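 also: 0% = vehicle and 100% = reference inhibitor; higher value means more JC-1 retained so stronger ABCB1 efflux block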
Rab7 wt modul = modulators of GTP binding to Rab7, primary screen, biochemical, wildtype, multiplex bead flow cytometry; GST-Rab7 beads, fluorescent GTP binding; actives lie on both sides; untreated = 100%, excess cold GTP = 0%; GTP binding activity (percent of control), % at 10 µM; actives 0.055% (n = 190,000);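 active = fluorescent GTP binding to Rab7 beads changed by at least 20 points from the 100% baseline, either direction, mostly lower; inconclusive = compound itself probably fluorescent, or too few beads counted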;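 also: median green fluorescence of bound Bodipy-FL-GTP per Rab7 bead population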
HRas wt GTP bind = modulators of GTP binding to HRas wildtype, primary screen, biochemical, bead-based flow cytometry, multiplex | GTPase HRas (Homo sapiens), P01112 | GST-Ras wt beads, Bodipy-FL-GTP binding; actives lie on both sides | AID 759, 2007 | GTP binding activity, % at 10 µM | actives 0.14% (n = 190,000);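 active = GTP binding activity at least 20% away from the 100% baseline, either lowered as inhibitor or raised as activator; inconclusive = flagged as likely green fluorescent, judged across all proteins in the well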;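 also: 0% = unlabeled GTP competition control and 100% = no-compound control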
Target sequence (P01112 whole entry, looked up): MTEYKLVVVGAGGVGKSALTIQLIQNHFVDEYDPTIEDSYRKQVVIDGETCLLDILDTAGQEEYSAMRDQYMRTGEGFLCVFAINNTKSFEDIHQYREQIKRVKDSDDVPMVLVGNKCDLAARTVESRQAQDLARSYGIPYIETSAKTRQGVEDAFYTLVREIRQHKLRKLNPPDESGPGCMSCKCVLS
Cdc42 wt = modulators of GTP binding to wildtype Cdc42, primary screen, biochemical, multiplex bead flow cytometry, Bodipy-GTP; actives 0.2% (n = 190,000); GST-Cdc42 beads; actives lie on both sides; percent activity (GTP binding), % at 10 µM; Cell division control protein 42 homolog (Homo sapiens), P60953; AID 761, 2007;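 active = percent activity GTP binding at least 20 points away from the 100% baseline, either down as inhibitor or up as activator; inconclusive = compound flagged as likely green fluorescent from well-wide comparison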;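 also: median bead fluorescence of bound Bodipy-FL-GTP at 100 nM; 0% = excess unlabeled GTP control and 100% = no compound control; below 100% means less GTP binding so inhibitor and above means activator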
Target sequence (P60953 whole entry, looked up): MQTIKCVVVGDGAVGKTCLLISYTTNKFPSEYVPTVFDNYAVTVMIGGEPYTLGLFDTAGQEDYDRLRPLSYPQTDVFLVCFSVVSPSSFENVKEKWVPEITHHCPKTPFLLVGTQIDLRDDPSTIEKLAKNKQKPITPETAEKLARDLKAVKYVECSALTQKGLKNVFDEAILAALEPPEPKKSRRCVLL
Pf gamet viab = late stage P. falciparum gametocyte viability inhibitors, primary screen, ATP luminescence, HTS | AID 743093, 2013 | actives 0.065% (n = 150,000) | P. falciparum stage V gametocytes, 24 h | inhibition, % at 10.9 µM;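 active = inhibition above the mean plus 3 SD of compounds within the control limits, set per campaign, cut at about 38% in these data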;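 also: 0% = DMSO wells and 100% = medium only without gametocytes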
Rac1 wt modul = wildtype Rac1 GTP binding modulators, primary screen, biochemical, GST-Rac1 beads, flow cytometry, multiplex. GTP binding activity (% of control), % at 10 µM. Ras-related C3 botulinum toxin substrate 1 (Homo sapiens), P63000. actives 0.27% (n = 190,000). fluorescent GTP binding; actives lie on both sides; 0 = cold GTP competed, 100 = untreated. AID 757, 2007;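 active = GTP binding activity at least 20 points away from the 100% control level, either lower or higher; inconclusive = compound flagged as likely green fluorescent, judged across all proteins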
Rab2A wt mod = modulators of GTP binding to Rab2A wildtype, primary screen, biochemical, dog, bead-based flow cytometry, multiplex; GTP binding activity, % at 10 µM; Ras-related protein Rab-2A (Canis lupus familiaris), P61105; AID 760, 2007; GST-Rab2 wt beads, Bodipy-GTP binding; actives 0.19% (n = 190,000);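 active = GTP binding activity at least 20 points away from 100%, either lowered or raised; inconclusive = signal likely due to the compound's own green fluorescence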;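 also: 0% = beads with excess unlabeled GTP and 100% = no-compound control corrected for plate trend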
Mcl1-Noxa inh = Mcl-1/Noxa binding inhibitors, primary screen, biochemical, TR-FRET, 1536-well | TR-FRET Mcl-1/Noxa peptide binding, 2 h | actives 1.5% (n = 220,000) | Induced myeloid leukemia cell differentiation protein Mcl-1 (Homo sapiens), Q07820 | inhibition, % at 21.7 µM;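 active = compounds that cut the protein-peptide binding signal by more than 50% relative to plate controls in a single-dose test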;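 also: His-tagged Mcl-1 with rhodamine Noxa BH3 peptide and terbium anti-His antibody; 0% = Mcl-1 plus Noxa peptide wells and 100% = peptide-only wells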
Active calls of the source: *; ? = inconclusive; . = not tested or not shown. This is a random part of the collection. Share with any hit: about 2.3%.

Every second line gives: Rac1 act GTP bind	ABCG2 block	Avidin fluor	ABCB1 block	Rab7 wt modul	HRas wt GTP bind	Cdc42 wt	Pf gamet viab	Rac1 wt modul	Rab2A wt mod	Mcl1-Noxa inh
- C=CCn1c(SCC(=O)NCc2ccco2)nc2sc3c(c2c1=O)CCCC3
 : 98.0	8.3	7	1.4	101.0	100.0	99.0	-18.4	98.0	100.0	5.3
- Nc1[nH]n2c(=O)cc(-c3ccccc3)nc2c1N=Nc1ccccc1
 : 94.0	-2.4	13	-0.9	97.0	95.0	95.0	8.8	98.0	94.0	-15.6
- CCC1CCCCN1C(=O)c1cc(COc2ccc3ncccc3c2)on1 (stereo not given)
 : 95.0	11.3	10	1.1	101.0	96.0	99.0	3.2	97.0	100.0	6.3
- CC1(C)N=C(SCC(=O)Nc2ccc(Cl)cc2)C(c2ccccc2)=N1
 : 97.0	1.5	7	0.3	102.0	101.0	99.0	.	102.0	101.0	18.0
- COc1ccc(OC)c(NC2=NC3(CCCC3)N=C(N)N2)c1
 : ?	3.4	8	0.1	?	?	?	2.4	?	?	.
- C=C(C)CSc1nnc2n(Cc3ccccc3)c(=O)c3c4c(sc3n12)CCC4
 : 100.0	1.7	14	-3.2	104.0	104.0	102.0	-8.3	103.0	103.0	13.7
- COc1ccc(N2C(=S)NC3c4cc(Cl)ccc4OC2(C)C3C(=O)N(C)C)cc1 (stereo not given)
 : 95.0	-1.3	7	-1.1	92.0	94.0	95.0	.	97.0	93.0	2.6
- CCC(C)(C)NC(=O)C(OC(=O)c1cc2sccc2n1C)c1ccc(OC)cc1 (stereo not given)
 : 97.0	1.5	7	0.3	97.0	98.0	97.0	.	99.0	96.0	2.1
- Fc1ccc2nc(C3CCN(Cc4nc(CC5CC5)no4)CC3)[nH]c2c1
 : 98.0	3.7	14	0.4	96.0	95.0	97.0	23.1	103.0	97.0	-6.7
- COc1ccc(N(CC(=O)Nc2ccc(F)cc2)S(=O)(=O)c2ccccc2[N+](=O)[O-])c(OC)c1
 : 94.0	1.4	11	0.6	94.0	96.0	95.0	.	97.0	93.0	-1.0
- O=C(NN=C1CCCCCC1)c1cccnc1
 : 96.0	-0.8	28	-0.1	99.0	98.0	100.0	0.5	98.0	96.0	9.0
- COc1ccc(-c2noc(-c3ccccc3C(=O)NCc3ccco3)n2)cc1
 : 99.0	5.7	15	1.1	97.0	101.0	103.0	-1.6	102.0	100.0	14.8
- COc1ccc(C(=O)C2CCCN(Cc3cn[nH]c3-c3ccc(F)cc3)C2)cc1OC (stereo not given)
 : 99.0	9.4	16	1.8	100.0	101.0	105.0	-21.1	104.0	102.0	4.7
- COc1ccc2c(c1)OC(O)(C(F)(F)F)CC2=O (stereo not given)
 : 100.0	2.0	16	0.7	99.0	103.0	105.0	.	103.0	102.0	2.6
- COc1cccc(N2CCN(c3ncccn3)CC2)c1
 : 97.0	1.3	12	0.5	101.0	101.0	101.0	.	99.0	102.0	32.1
- Cc1ccnc(NS(=O)(=O)c2ccc(NC(=O)c3ccc(C)o3)cc2)n1
 : 96.0	0.2	18	-0.5	97.0	93.0	96.0	.	97.0	94.0	-4.5
- NNC(=O)CNC(=O)c1ccc(F)cc1
 : 101.0	1.2	17	0.2	98.0	102.0	104.0	10.6	105.0	101.0	7.2
- O=c1nc2sc3ccccc3n2c(=O)n1-c1ccc(Cl)cc1
 : 93.0	32.3	13	0.6	99.0	94.0	92.0	20.0	96.0	93.0	12.7
- COc1ccc(NC(=O)N2CCC(C(=O)c3ccc(F)cc3)CC2)cc1
 : 98.0	1.4	36	0.2	101.0	101.0	103.0	.	100.0	100.0	-7.4
- Cc1ccc(S(=O)(=O)NCCCCCC(=O)Nc2ccccc2)cc1
 : 100.0	3.2	8	0.5	104.0	103.0	103.0	.	105.0	102.0	-7.8

Complete entries, looked up by structure.
Entry for `O=c1nc2sc3ccccc3n2c(=O)n1-c1ccc(Cl)cc1` → Rac1 act GTP bind = 93.0; ABCG2 block = 32.3; Avidin fluor = 13; ABCB1 block = 0.6; Rab7 wt modul = 99.0; HRas wt GTP bind = 94.0; Cdc42 wt = 92.0; Pf gamet viab = 20.0; Rac1 wt modul = 96.0; Rab2A wt mod = 93.0; Mcl1-Noxa inh = 12.7
Entry for `O=C(NN=C1CCCCCC1)c1cccnc1` → Rac1 act GTP bind = 96.0; ABCG2 block = -0.8; Avidin fluor = 28; ABCB1 block = -0.1; Rab7 wt modul = 99.0; HRas wt GTP bind = 98.0; Cdc42 wt = 100.0; Pf gamet viab = 0.5; Rac1 wt modul = 98.0; Rab2A wt mod = 96.0; Mcl1-Noxa inh = 9.0

Next part.
Every second line gives: Rac1 act GTP bind	ABCG2 block	Avidin fluor	ABCB1 block	Rab7 wt modul	HRas wt GTP bind	Cdc42 wt	Pf gamet viab	Rac1 wt modul	Rab2A wt mod	Mcl1-Noxa inh
- COC(=O)[C@H](C)NC(=O)NCc1ccco1
 : 100.0	-4.9	12	-1.0	100.0	102.0	105.0	.	105.0	100.0	11.9
- CCCS(=O)(=O)N1CCCC(C(=O)NCCN(C)Cc2ccccc2)C1 (stereo not given)
 : 101.0	2.8	12	0.3	104.0	104.0	104.0	.	103.0	103.0	-10.7
- CCOC(=O)C1=C(C)Nc2nc3ccccc3n2C1c1cccs1 (stereo not given)
 : 97.0	18.0	11	0.3	97.0	97.0	101.0	-1.5	99.0	95.0	18.8
- O=C(/C=C/c1ccc(OCCCF)cc1)NCc1ccc(Cl)c(Cl)c1
 : 97.0	14.4	5	1.0	93.0	97.0	97.0	-22.3	98.0	97.0	15.8
- CN(c1ccc(C(=O)NCCSCc2c(F)cccc2Cl)cc1)S(C)(=O)=O
 : 97.0	2.8	10	1.8	103.0	96.0	95.0	-26.5	99.0	97.0	8.2
- CC(=O)N1CCN(S(=O)(=O)c2cccc(C(=O)Nc3ccc4c(c3)OCO4)c2)CC1
 : 93.0	1.1	20	0.1	93.0	91.0	90.0	26.7	92.0	92.0	24.9
- O=C(Nc1cccc(Br)c1)c1cc2ccccc2o1
 : 94.0	1.1	32	0.2	99.0	100.0	97.0	-5.6	96.0	97.0	5.7
- CC(C)CC(=O)c1c[nH]c(C(=O)NCc2cccnc2)c1
 : 93.0	4.9	12	1.6	95.0	96.0	96.0	-22.6	96.0	96.0	8.1
- CCN(CC)S(=O)(=O)c1ccc(N/N=C/c2ccc(OC)c(OC)c2OC)nc1
 : 98.0	0.3	14	2.8	91.0	94.0	98.0	.	104.0	96.0	18.8
- CC(=O)/C=C1/SC(CC(=O)O)C(=O)N1c1ccccc1 (stereo not given)
 : 99.0	7.8	5	0.7	104.0	102.0	103.0	-13.4	107.0	101.0	9.2
- Clc1ccc(-c2nc(C3CCCCC3)no2)cc1
 : 95.0	-0.1	9	-0.2	96.0	100.0	101.0	15.5	101.0	101.0	-2.7
- CCCNC(=O)CSc1nc2ccccc2c(=O)n1CCC
 : 92.0	2.2	24	0.2	101.0	96.0	97.0	18.8	94.0	97.0	1.4
- O=C(C1CC1)N1CCc2cc(Br)cc(S(=O)(=O)NCCN3CCOCC3)c21
 : 96.0	4.4	4	0.8	98.0	98.0	98.0	.	100.0	97.0	-0.3
- CN(C)S(=O)(=O)c1cccc(NC(=O)COC(=O)CCOc2ccccc2)c1
 : 93.0	-1.8	88*	-0.3	103.0	97.0	95.0	-3.6	93.0	95.0	22.0
- CC(C)C(c1nnnn1CCc1ccccc1)N1CCN(C(=O)c2ccco2)CC1 (stereo not given)
 : 101.0	3.2	10	1.1	101.0	101.0	104.0	.	106.0	103.0	14.8
- CCCOc1ccc(C(NC(=O)CC(C)C)NC(=O)CC(C)C)cc1OC
 : 99.0	-1.9	7	-0.1	99.0	101.0	101.0	.	100.0	100.0	12.3
- O=C(c1ccc(Cl)cc1)C1CCCN(Cc2cccn2-c2cccnc2)C1 (stereo not given)
 : 99.0	2.8	9	4.0	99.0	99.0	104.0	30.9	101.0	101.0	9.4
- CC1(C)CC(O)C(CCC(O)c2ccccc2)C(C)(C)N1 (stereo not given)
 : 102.0	-5.0	10	0.3	105.0	103.0	100.0	.	107.0	105.0	6.2
- CCOc1ccc(NC(=O)CNC(=O)c2cn(-c3ccccc3OC)c(=O)c3ccccc23)cc1
 : 96.0	60.5	15	2.7	98.0	97.0	100.0	.	100.0	97.0	5.0
- Clc1ccc(-c2ccnc(-n3cccc3)n2)s1
 : 90.0	18.4	9	-0.1	98.0	94.0	89.0	14.6	96.0	91.0	7.6
- CCCCc1ccc(NC(=O)c2ccc(NS(C)(=O)=O)cc2)cc1
 : 96.0	7.1	10	0.0	107.0	98.0	100.0	-13.8	106.0	102.0	1.4
